From PubChem
tim10-1 inh = growth inhibitors of tim10-1 mutant yeast, primary screen, luminescence, uHTS; S. cerevisiae tim10-1 ts strain growth, BacTiter-Glo, 24 h; inhibition, % at 20 µM; 330,000 compounds, 2.2% hits;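 active = inhibition of at least 40%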;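 note: mutant grown at 25 °C; 0% = DMSO wells with yeast and 100% = wells holding no yeast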
XBP1 UPR activ = activators of adaptive XBP1 UPR arm, primary screen, cell-based, CHO-XBP1 luciferase reporter, luminescence, uHTS | IRE1-XBP1 UPR activation; percent of tunicamycin response, DMSO as zero | activation, % at 20 µM | 330,000 compounds, 0.33% hits | AID 463104, 2010;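 active = versus positive control, 20 µM dose yields 30% or more activation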;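 note: 100% = tunicamycin at 10 µg/mL and 0% = DMSO only wells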
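Assay system: IRE1-XBP1 luciferase reporter CHO line. Input: 1000 cells/well. Buffer or medium: F12 with 10% serum. Doses: 20 µM, 1% DMSO. Times: overnight seeding at 37 °C, 6 h compound treatment at 37 °C. Technique: Steady-Glo luciferase glow luminescence, 10 min after reagent addition.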
Mdm2-MdmX inh = inhibitors of human Mdm2-MdmX association, primary screen, cell-based, luminescence, split luciferase, SaOS-2, uHTS; Protein Mdm4 (Homo sapiens) + E3 ubiquitin-protein ligase Mdm2 (Homo sapiens), …; SaOS-2 split-luciferase Mdm2/MdmX complementation; inhibition, % at 8 µM; 330,000 compounds, 3% hits; AID 485346, 2010;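 active = inhibition of at least 50% at 8 µM in the primary screen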
Target sequence (O15151 whole entry, looked up): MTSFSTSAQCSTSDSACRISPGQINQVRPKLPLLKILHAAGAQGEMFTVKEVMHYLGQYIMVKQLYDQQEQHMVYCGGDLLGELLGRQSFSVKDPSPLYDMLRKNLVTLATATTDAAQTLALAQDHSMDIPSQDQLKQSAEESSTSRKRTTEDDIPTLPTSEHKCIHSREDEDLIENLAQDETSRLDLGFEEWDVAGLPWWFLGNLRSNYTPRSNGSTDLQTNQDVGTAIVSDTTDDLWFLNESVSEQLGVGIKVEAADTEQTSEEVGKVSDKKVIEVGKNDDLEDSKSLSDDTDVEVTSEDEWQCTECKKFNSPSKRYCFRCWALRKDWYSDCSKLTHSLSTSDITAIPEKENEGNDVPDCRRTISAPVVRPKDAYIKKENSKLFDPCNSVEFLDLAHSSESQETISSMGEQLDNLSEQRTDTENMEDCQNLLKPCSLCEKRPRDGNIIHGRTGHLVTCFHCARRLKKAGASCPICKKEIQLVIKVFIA
Target sequence (Q00987 whole entry, looked up): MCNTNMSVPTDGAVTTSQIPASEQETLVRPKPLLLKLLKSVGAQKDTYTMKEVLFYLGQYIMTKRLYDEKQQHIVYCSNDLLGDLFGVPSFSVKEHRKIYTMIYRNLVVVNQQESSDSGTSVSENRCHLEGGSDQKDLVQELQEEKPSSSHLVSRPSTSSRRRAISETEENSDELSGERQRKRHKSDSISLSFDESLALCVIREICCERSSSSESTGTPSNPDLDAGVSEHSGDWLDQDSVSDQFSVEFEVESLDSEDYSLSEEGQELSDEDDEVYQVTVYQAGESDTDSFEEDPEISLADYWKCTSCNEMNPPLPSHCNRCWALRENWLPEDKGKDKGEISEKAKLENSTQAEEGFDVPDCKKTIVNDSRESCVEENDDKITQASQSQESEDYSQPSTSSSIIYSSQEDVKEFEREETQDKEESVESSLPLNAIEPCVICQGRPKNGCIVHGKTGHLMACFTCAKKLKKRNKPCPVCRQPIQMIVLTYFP
CHOP UPR activ = activators of apoptotic CHOP UPR arm, primary screen, cell-based, CHO-CHOP luciferase reporter, luminescence, uHTS; UPR activation; percent of tunicamycin response over DMSO baseline; activation, % at 10 µM; 330,000 compounds, 0.34% hits; AID 449763, 2010;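 active = at 10 µM dose, activation of 40% or more, normalized to positive control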;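 note: 100% = tunicamycin at 10 µg/mL and 0% = DMSO alone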
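Dosing – one dose, 10 µM in 0.5% DMSO · System – CHO-CHOP cells, stable luciferase reporter of PERK-eIF2a-CHOP signalling · Input – 500 cells/well · Control set – tunicamycin 10 µg/mL final as positive, DMSO-only wells as negative · Timing – 6 h compound treatment, 37 °C · Measure – % activation vs tunicamycin · Technique – luminescence read with Steady-Glo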
TIM10 inh = growth inhibitors of isogenic TIM10 control yeast, primary screen, counter-screen for tim10-1 yeast inhibitor project, luminescence, uHTS; 330,000 compounds, 1.4% hits; inhibition, % at 10 µM; AID 463195, 2010; S. cerevisiae TIM10 strain growth, BacTiter-Glo luminescence, 24 h;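 active = inhibition of 40% or more at the single tested concentration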;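 note: wild-type TIM10 isogenic control strain grown at permissive 25 °C; 0% = DMSO yeast wells and 100% = minimal medium wells without yeast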
Jurkat NFkB inh = inhibitors of induced NF-kB luciferase reporter, primary screen, TCR NF-kB activation inhibitor project, cell-based, luminescence, uHTS; 330,000 compounds, 0.53% hits; Jurkat, PMA/ionomycin-induced NF-kB luciferase reporter; inhibition, % at 4 µM; in the data active = inhibition above about 50%
697 NFkB inh = inhibitors of PMA/ionomycin-induced NF-kB reporter, 697 cells, primary screen, B-cell NF-kB inhibitor project, cell-based, luminescence, uHTS. 697 B-cell NF-kB luciferase reporter, 16 h. inhibition, % at 4 µM. 330,000 compounds, 0.33% hits; in the data active = inhibition above about 35%
tim23-1 inh = growth inhibitors of tim23-1 mutant yeast, primary screen, luminescence, uHTS. S. cerevisiae tim23-1 growth, BacTiter-Glo luminescence, 24 h. inhibition, % at 20 µM. 330,000 compounds, 1.3% hits. AID 463212, 2010;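 active = growth inhibition of the mutant yeast at or above 50%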;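 note: temperature-sensitive mutant grown at 25 °C; plate controls were DMSO-treated mutant yeast for no effect and medium wells lacking yeast for full effect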
Active calls of the source: *.

SMILES	tim10-1 inh	XBP1 UPR activ	Mdm2-MdmX inh	CHOP UPR activ	TIM10 inh	Jurkat NFkB inh	697 NFkB inh	tim23-1 inh
CCOC(=O)C1C(c2ccc(C)o2)NC(=O)NC1(O)C(F)(F)F (stereo unspecified)	12	0	-6	1.4	2	13	8	-2
Cc1cccc(NS(=O)(=O)c2cc(C(=O)N3CCN(C)CC3)ccc2C)c1	0	-2	10	-1.9	-7	-2	10	12
Cc1cccc(C)c1NC(=O)C1(N2C(=O)CC2c2ccccc2)CCCCC1 (stereo unspecified)	31	5	6	-2.6	34	3	0	30
Cc1cc(=O)c(C(=O)Nc2ccc(N3CCOCC3)cc2N2CCOCC2)nn1-c1ccccc1Cl	-4	-1	11	1.0	8	-4	-4	4
O=c1c(C=NCC2CCCO2)c(-c2ccccc2)[nH]n1-c1ccc([N+](=O)[O-])cc1 (stereo unspecified)	11	2	-2	3.2	11	-9	5	6
COc1ccc(-c2cc(C(F)(F)F)nc(-n3cc(Cl)cn3)n2)cc1	11	1	29	2.2	-4	-14	-3	21
O=C1c2ccccc2C(=O)N1CCc1c[nH]c2ccccc12	5	4	-93	4.3	32	-78	-108	36
Cn1c(CCN2CCOCC2)nc2cc(NS(=O)(=O)c3ccccc3)ccc21	-10	1	-4	-2.6	-3	-13	-4	12
COC(=O)C1(C)NC(c2ccccc2C)C2C(=O)N(c3ccc(F)cc3)C(=O)C21 (stereo unspecified)	-1	-3	12	4.8	4	-8	7	7
CC1CCN(Cc2ccc(NC(=O)CC3Oc4ccccc4NC3=O)cc2)CC1 (stereo unspecified)	-10	-3	11	1.7	4	3	2	-15
COC(=O)c1ccccc1NC(=O)c1noc2c1CCC2	38	2	-17	-0.7	20	2	8	4
O=S(=O)(Nc1ncccn1)c1ccc(NC(=S)N2CCN(Cc3ccc(F)cc3Cl)CC2)cc1	1	-1	45	0.6	-4	1	2	4
COC(=O)c1ccc(Cn2nnc3c(=O)[nH]c(C4CCCN(S(=O)(=O)c5ccccc5Cl)C4)nc32)cc1 (stereo unspecified)	17	1	8	0.9	-1	7	13	11
O=C(NNC(=O)C1CC1)c1cc(Br)c(Br)s1	-24	0	-3	-1.3	-8	-1	3	1
Cc1ccc2nc(NC(=O)c3ccc(OCC4CCCO4)cc3)sc2c1 (stereo unspecified)	11	5	-49	5.4	7	-70	-100	5
C[C@@H](NC(=O)C1(c2ccccc2)CCN(C(=O)OC(C)(C)C)CC1)C(=O)N[C@@H](Cc1ccccc1)C(=O)O	2	1	17	-2.8	0	-3	12	-12
O=S(=O)(NCCOc1ccc(F)cc1)c1ccc2c(c1)OCCO2	18	-2	3	-1.1	-11	-11	-14	17
COC(=O)C1=C(C)C(c2cccs2)NC(=O)N1C (stereo unspecified)	7	0	-11	-0.9	-3	9	19	-7
Cc1ccc(C(=O)N2N=C3c4ccccc4S(=O)(=O)N3[C@H]2N(C)C)cc1	0	3	5	0.5	10	8	14	0
Nc1nnn(CC(=O)N/N=C/c2ccc(O)cc2)n1	-5	-1	4	-1.8	1	-3	10	6
CC(=O)Nc1ccc(S(=O)(=O)Nc2nc3cc4c(cc3nc2Cl)OCCO4)cc1	-12	-1	20	1.5	-13	6	0	10
COc1cccc(C(=O)O/N=C(\N)c2ccncc2)c1	13	-3	-23	1.4	6	-60	-67	20
O=[N+]([O-])c1ccc2c(c1)[nH]c(=S)n2-c1ccccc1	-120	1	34	0.8	-175	-8	-14	-49
CC(c1ccccc1)n1cnc2ccccc2c1=O (stereo unspecified)	0	-4	20	0.6	-13	5	3	15
CC(C)(O)C#Cc1ccc(C(=O)N2CCCC2C(=O)O)s1 (stereo unspecified)	-2	-2	-5	1.6	-4	-9	-5	7
SMILES	tim10-1 inh	XBP1 UPR activ	Mdm2-MdmX inh	CHOP UPR activ	TIM10 inh	Jurkat NFkB inh	697 NFkB inh	tim23-1 inh
O=C(NCCO)c1cccc2c1C(=O)c1ccccc1-2	2	-3	15	1.2	-1	-7	4	5
CN(C)/C=C/C(=O)c1ccccc1	11	-2	-9	4.1	-3	7	14	-1
CC(C)c1cc(CNC(=O)CC2C(=O)NCCN2CC2CCCCC2)on1 (stereo unspecified)	24	0	-5	-1.3	9	5	-7	16
O=C(COc1ccc(Cl)cc1Cl)OCC(=O)N1CCCc2ccccc21	37	1	14	-1.3	18	-1	4	33
Cc1ccc2c(N)[nH]nc2n1	-11	-2	8	-0.9	-11	-4	12	14
Cn1nc(C(F)(F)F)c(/C=N/OC(=O)c2ccccc2)c1Cl	3	2	2	1.3	10	11	12	3
Cc1ccc(CNc2cc(C(=O)O)ccc2C)s1	5	-3	-19	0.8	-9	2	1	4
CCOC(=O)N1CCN(S(=O)(=O)c2ccc(OC)c3ccccc23)CC1	-2	-3	25	-1.8	7	6	2	-1
Cc1ccc(S(=O)(=O)N2CCN(c3cc4c(cc3[N+](=O)[O-])n(C)c(=O)n4C)CC2)cc1	43*	0	33	2.9	26	28	-18	37
COc1cccc(OCc2cc(C(=O)N3CCN(C4CCCC4)CC3)no2)c1	-2	-2	10	0.5	13	-1	-17	12
OCC[C@@H]1C[C@@H](O)[C@H](O)[C@]2(CCc3ccccc3CO2)O1	-30	-3	9	3.7	-16	-3	8	-17
O=C(NCCNC(=O)C(c1ccccc1)c1ccccc1)c1ccco1	10	0	13	0.5	4	0	2	12
CCN(CC(=O)Nc1c(F)cccc1F)C(=O)c1ccc2ncsc2c1	6	-5	22	-0.4	12	7	9	9
C=CCn1c(SCc2nc3ccccc3c(=O)[nH]2)nnc1-c1cc2cc(Cl)ccc2o1	18	7	29	-0.3	27	0	-7	5
CC(C)c1ccc(NC(=O)C2=CC=CN3CCS(=O)(=O)N=C23)cc1	3	6	-10	3.8	2	-16	-19	-4
O=c1cc(N2CCOCC2)c2ccccc2o1	-13	-5	-13	-1.7	-4	6	8	-14
O=S(=O)(Nc1nnc(-c2ccccc2)s1)c1ccc(Cl)cc1	6	2	1	0.1	-35	-16	-21	15
COc1cccc(C2/C(=C(/O)c3ccc4c(c3)OCO4)C(=O)C(=O)N2CCN2CCOCC2)c1 (stereo unspecified)	-7	-2	4	-0.4	-9	0	-23	-11
Cc1ccc2ccc(S(=O)(=O)NCc3ccco3)cc2c1	25	3	11	0.8	-8	10	-1	18
CCn1c(O)c(N=NC(=O)CNC(=O)c2ccco2)c2ccccc21	0	1	0	-0.8	13	-3	-8	0
CCCNC(=O)c1ccc(N2CCC3(CC2)CC(c2ccc(Cl)cc2)=NO3)c([N+](=O)[O-])c1	8	-2	23	-1.2	11	22	-2	34
CC(=O)Nc1ccc(NC(=O)c2cccc(Oc3ccccc3)c2)cc1	9	-2	-15	3.2	5	-17	-22	6
COc1ccc(CC(=O)N(C)C2CCCCC2)cc1S(=O)(=O)N1CCOCC1	7	0	-20	0.0	-12	-7	14	3
Cc1ccc(C(O)C(=O)c2ccco2)cc1 (stereo unspecified)	-8	0	-24	-0.4	6	-3	-3	6
O=C(C1CCC(=O)N(C2CCCC2)C1)N1CCN(Cc2cccc(Cl)c2)CC1 (stereo unspecified)	7	-1	-13	-0.5	2	11	18	-4

Reformatted: 4 of the compounds above
Cc1ccc(CNc2cc(C(=O)O)ccc2C)s1
  tim10-1 inh = 5	XBP1 UPR activ = -3	Mdm2-MdmX inh = -19	CHOP UPR activ = 0.8	TIM10 inh = -9	Jurkat NFkB inh = 2	697 NFkB inh = 1	tim23-1 inh = 4
Cc1ccc2ccc(S(=O)(=O)NCc3ccco3)cc2c1
  tim10-1 inh = 25	XBP1 UPR activ = 3	Mdm2-MdmX inh = 11	CHOP UPR activ = 0.8	TIM10 inh = -8	Jurkat NFkB inh = 10	697 NFkB inh = -1	tim23-1 inh = 18
C=CCn1c(SCc2nc3ccccc3c(=O)[nH]2)nnc1-c1cc2cc(Cl)ccc2o1
  tim10-1 inh = 18	XBP1 UPR activ = 7	Mdm2-MdmX inh = 29	CHOP UPR activ = -0.3	TIM10 inh = 27	Jurkat NFkB inh = 0	697 NFkB inh = -7	tim23-1 inh = 5
O=C(NCCNC(=O)C(c1ccccc1)c1ccccc1)c1ccco1
  tim10-1 inh = 10	XBP1 UPR activ = 0	Mdm2-MdmX inh = 13	CHOP UPR activ = 0.5	TIM10 inh = 4	Jurkat NFkB inh = 0	697 NFkB inh = 2	tim23-1 inh = 12

Additional results.
SMILES	tim10-1 inh	XBP1 UPR activ	Mdm2-MdmX inh	CHOP UPR activ	TIM10 inh	Jurkat NFkB inh	697 NFkB inh	tim23-1 inh
COc1ccc(N2CCN(CCCNC(=O)Cn3c(=O)c4cccn4c4cccnc43)CC2)cc1	18	-2	-7	0.9	-1	11	-10	4
O=C(NC1CCCC1)c1cccc(Oc2ccccc2)c1	46*	1	-8	2.3	42*	-17	-5	38
CCC(C)(C(=O)NC1CCCC1)N(C(=O)CC1NC(=O)NC1=O)c1c(C)n(C)n(-c2ccccc2)c1=O (stereo unspecified)	7	-1	-15	-0.4	8	3	9	12
COc1ccc(/C=C2/C(=O)N(CC3CCCO3)C(=S)N2C)c(OC)c1 (stereo unspecified)	21	1	4	0.2	8	-9	-5	24
c1csc(-c2nn3c(C4COc5ccccc5O4)nnc3s2)c1 (stereo unspecified)	17	3	-17	5.6	30	-27	-61	43
CC1Cc2ccccc2N1C(=O)COC(=O)c1n[nH]c(=O)c2ccccc12 (stereo unspecified)	-9	1	-30	0.1	14	5	7	7
COc1cccc(C(C(=O)NC2CCCCC2)N(Cc2ccco2)C(=O)c2ccccn2)c1 (stereo unspecified)	10	-4	24	1.3	-8	5	-5	8
CCCc1cc2c(cc1NC(=O)c1ccc(Br)cc1)OCO2	3	8	9	0.6	-4	6	9	0
COc1ccc(-c2cc(=O)oc3cc(OCC(=O)NCC(O)c4ccccc4)ccc23)cc1 (stereo unspecified)	-5	0	48	3.3	-24	-22	9	-6
CCOC(=O)CCc1nc2ccccc2[nH]c1=O	6	1	-15	0.2	15	3	0	7

An excerpt from above in order of SMILES length, highest first.
SMILES	tim10-1 inh	XBP1 UPR activ	Mdm2-MdmX inh	CHOP UPR activ	TIM10 inh	Jurkat NFkB inh	697 NFkB inh	tim23-1 inh
CCC(C)(C(=O)NC1CCCC1)N(C(=O)CC1NC(=O)NC1=O)c1c(C)n(C)n(-c2ccccc2)c1=O (stereo unspecified)	7	-1	-15	-0.4	8	3	9	12
COc1ccc(-c2cc(=O)oc3cc(OCC(=O)NCC(O)c4ccccc4)ccc23)cc1 (stereo unspecified)	-5	0	48	3.3	-24	-22	9	-6
COc1cccc(C(C(=O)NC2CCCCC2)N(Cc2ccco2)C(=O)c2ccccn2)c1 (stereo unspecified)	10	-4	24	1.3	-8	5	-5	8
COc1ccc(/C=C2/C(=O)N(CC3CCCO3)C(=S)N2C)c(OC)c1 (stereo unspecified)	21	1	4	0.2	8	-9	-5	24
c1csc(-c2nn3c(C4COc5ccccc5O4)nnc3s2)c1 (stereo unspecified)	17	3	-17	5.6	30	-27	-61	43
CCOC(=O)CCc1nc2ccccc2[nH]c1=O	6	1	-15	0.2	15	3	0	7
